# Source: PubChem BioAssay (National Center for Advancing Translational Sciences (NCATS))
# KCNH2 WT inh = qHTS for Inhibitors of KCHN2 3.1: Wildtype qHTS. Voltage-gated inwardly rectifying potassium channel KCNH2 (Homo sapiens), Q12809. U2OS, BacMam KCNH2, thallium flux FluxOr; active compounds read low. activity change, % at 1.84 µM. hit rate 0.37% among 340,000;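 active = maximum activity change below -70%; inconclusive = maximum activity change between -70% and -50%; inactive = maximum activity change above -50%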
# Target sequence (Q12809 whole entry, looked up): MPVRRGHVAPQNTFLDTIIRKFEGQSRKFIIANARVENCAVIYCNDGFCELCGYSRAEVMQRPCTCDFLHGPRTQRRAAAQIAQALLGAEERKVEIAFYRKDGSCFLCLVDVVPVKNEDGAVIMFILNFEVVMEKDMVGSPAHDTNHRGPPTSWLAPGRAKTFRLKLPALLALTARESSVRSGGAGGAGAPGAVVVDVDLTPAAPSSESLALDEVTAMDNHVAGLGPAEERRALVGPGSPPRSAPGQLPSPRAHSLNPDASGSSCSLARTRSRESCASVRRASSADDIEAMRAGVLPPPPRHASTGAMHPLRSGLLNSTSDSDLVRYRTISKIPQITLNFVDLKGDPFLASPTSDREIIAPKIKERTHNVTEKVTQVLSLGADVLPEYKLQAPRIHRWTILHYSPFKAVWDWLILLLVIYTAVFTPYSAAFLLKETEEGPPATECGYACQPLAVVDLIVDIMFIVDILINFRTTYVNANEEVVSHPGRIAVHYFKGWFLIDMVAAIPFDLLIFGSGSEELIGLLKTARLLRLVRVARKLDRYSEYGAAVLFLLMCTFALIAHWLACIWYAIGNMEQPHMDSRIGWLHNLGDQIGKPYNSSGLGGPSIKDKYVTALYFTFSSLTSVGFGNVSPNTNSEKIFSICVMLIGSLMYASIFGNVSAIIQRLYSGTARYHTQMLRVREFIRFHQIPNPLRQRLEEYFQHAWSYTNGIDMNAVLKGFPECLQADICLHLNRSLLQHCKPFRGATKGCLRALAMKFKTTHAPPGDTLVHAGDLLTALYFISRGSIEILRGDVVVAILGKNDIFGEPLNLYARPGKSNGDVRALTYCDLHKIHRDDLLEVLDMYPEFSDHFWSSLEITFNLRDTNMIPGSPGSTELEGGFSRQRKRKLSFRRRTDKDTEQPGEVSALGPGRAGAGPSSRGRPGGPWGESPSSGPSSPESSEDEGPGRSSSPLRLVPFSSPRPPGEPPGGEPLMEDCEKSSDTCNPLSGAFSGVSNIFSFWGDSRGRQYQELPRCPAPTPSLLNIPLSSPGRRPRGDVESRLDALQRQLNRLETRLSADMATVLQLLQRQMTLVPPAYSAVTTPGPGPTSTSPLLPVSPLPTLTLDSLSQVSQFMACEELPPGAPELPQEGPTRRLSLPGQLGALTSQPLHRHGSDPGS
#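 U2OS cells were transduced with wild-type KCNH2 virus (2.03 x 10^8 / mL) for 4 h at room temperature, then cultured overnight at 37 C. Thallium flux was read with FluxOr dye. Rate constants were normalized to DMSO controls.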
# KCNH2 3.1 block = qHTS for Inhibitors of KCHN2 3.1: Mutant qHTS; hit rate 0.95% among 340,000; U2OS KCNH2 3.1, thallium flux FluxOr; active compounds read low; AID 720553, 2013; activity change, % (tested at about 1.8 µM);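 active = maximum activity change below -70%; inconclusive = maximum activity change from -70% to -50%; inactive = maximum activity change above -50%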;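 also: thallium influx rate constant from kinetic fluorescence after stimulation buffer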
#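 Normalized rate constant (relative to positive and negative DMSO controls) derived from a 2 min kinetic fluorescence read after stimulation; U2OS cells expressing the 3.1 isoform via virus at 1.77 x 10^8 /mL.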
# Integrin act MD = qHTS for Activators of Integrin-Mediated Alleviation for Muscular Dystrophy. alpha7betagal myoblasts, beta-gal FDG fluorescence, 48 h. Potency, µM (highest dose often 38.3 µM), without a hit: at the highest dose activation, most hits filed as activators. hit rate 0.064% among 350,000. AID 624291, 2012; active = well fitted activation curve with a large enough effect; inconclusive = small, poorly fitted or top-dose-only effect; inactive = no such curve, though single readings can be large or run the other way;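 also: potency is read from the fitted curve at half-maximal effect; 100% = response of the positive control SU9516; nearly all actives have a fitted effect of over 60% in size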
#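 Alpha7betagal+/- myoblasts (passage 13) were plated 16-24 hr, then exposed to compounds (1:260 dilution of DMSO stock) for 48 hours at 37C. After MPER lysis, β-galactosidase reporter activity was read as FDG fluorescence (ex 480/em 540) after 30 minutes.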
# Active calls of the source: *; ? = inconclusive; [ ] = remark or other dose. Unless noted, % is scaled to controls: 0 for no effect and ±100 for the full control effect. A portion of the library; the hit share may differ from the screen's.
smiles	KCNH2 WT inh	KCNH2 3.1 block	Integrin act MD
O=C(Cc1ccc([N+](=O)[O-])cc1)NCCS(=O)(=O)N1CCN(c2ccccc2)CC1	2	2	1%
CCc1nnc(NC(=O)c2ccco2)s1	-21	-10	-11%
Cc1ccc(C)c(N2C(=O)c3ccc(C(=O)Nc4ccccn4)cc3C2=O)c1	0	4	-3%
O=C(c1ccco1)N1CCN(C2CN(Cc3ccc([N+](=O)[O-])cc3)S(=O)(=O)C2)CC1 (centres undefined)	-2	-16	-7%
CC(Sc1nnc(-c2ccccc2F)n1C)C(=O)Nc1ccc(N2CCOCC2)cc1 (centres undefined)	11	-5	6%
CC1CCCCC12NC(=O)N(CC(=O)NCc1cccs1)C2=O (centres undefined)	9	-3	-3%
COC(=O)c1csc(C2OC(CO)C(O)C2O)n1 (centres undefined)	-6	8	26%
CC(OC(=O)c1ccc(NC(=O)CC#N)cc1)C(=O)Nc1ccc(S(=O)(=O)N2CCCC2)cc1 (centres undefined)	-2	9	-11%
CC(C)C#Cc1cnc2c(c1)C(=O)N([C@H](C)CO)C[C@@H](C)[C@H](CN(C)C(=O)Nc1ccccc1F)O2	-4	0	-6%
COC(=O)N(C)C[C@@H]1OCc2cnnn2CCCC(=O)N([C@H](C)CO)C[C@@H]1C	-1	-4	-6%
COc1ccc(CCNC(=O)c2ccc(F)c(S(=O)(=O)N3CCCCC3)c2)cc1	12	-5	3%
COc1cc(-c2cc(C(=O)O)c3cc4ccccc4cc3n2)cc(OC)c1OC	-7	8	0%
COc1cccc(NC(=O)C(=O)NCC2CCCN2S(=O)(=O)c2cccs2)c1 (centres undefined)	-4	16	5%
Nc1nnc2cc(Br)ccc2n1	-13	6	25%
CC(C)(C)OC(=O)N1CCC(NC(=O)c2[nH]cnc2C(=O)Nc2ccc(Br)cc2F)CC1	3	-17	1%
CCCCn1nc(C(=O)N(C)Cc2nc3ccccc3c(=O)[nH]2)c2ccccc2c1=O	-43	-75*	-18%
CCc1ccccc1NC(=O)CSc1nc2cc(C(=O)NCC3CCCO3)ccc2c(=O)n1CC1CCCO1 (centres undefined)	-9	-1	12%
CCn1cc(/C=C(\NC(=O)c2ccccc2)C(=O)NCCN2CCOCC2)c2ccccc21	0	1	10%
COc1ccc(NC(=O)c2cc3ccccc3oc2=O)cc1	-12	0	19%
COc1cc(/C=C/C(=O)OCC(=O)c2ccc[nH]2)ccc1O	-4	5	-6%
O=C(O)C1C=CCC(C(=O)O)C1 (centres undefined)	-5	-3	-3%
C[C@@H]1CN([C@H](C)CO)C(=O)CCCn2cc(nn2)CO[C@H]1CN(C)C(=O)Nc1ccccc1C(F)(F)F	-14	-15	2%
COc1ccc(CN2C(=O)C(CC(=O)NC(c3ccccc3)c3ccccc3)CC(C(=O)N(C)C)=C2C)cc1 (centres undefined)	-2	-2	-15%
CCOC(=O)c1c[nH]n2c(=S)ncnc12	-3	11	13%
CCCCCC(=O)N1C[C@@H](O)[C@H](n2cc(COC(=O)c3ccccc3)nn2)C[C@@H]1c1ccc(Cl)cc1	3	-2	9%
CC(=O)Nc1ccc2nc(NC(=O)CS(=O)(=O)c3ccc(F)cc3)sc2c1	-5	2	-4%
O=C(O)C1CC(Br)C(Br)CC1C(=O)O (centres undefined)	18	-4	-18%
CCOc1ccc(NS(=O)(=O)c2cccs2)cc1S(=O)(=O)N1CCCC1	-4	-1	-7%
O=C(O)c1cccc(N2C(=O)C=CC2=O)c1	-9	14	12%
CC1CCCC(C)N1C(=O)COC(=O)c1ccccc1C(=O)c1ccccc1 (centres undefined)	2	-8	-2%
C[C@@H]1CN([C@H](C)CO)C(=O)CCCn2nncc2CO[C@H]1CN(C)C	-4	-5	-3%
O=C(NCc1ccco1)c1c(Cl)cccc1Cl	9	9	8%
CC(=O)c1cccc(NC(=O)C(C)Sc2nnc3ccccn23)c1 (centres undefined)	18	-11	12%
CCC[C@H]1CN(Cc2cccnc2)C(=O)[C@@H]1CC(=O)Nc1ccc(Br)cc1	-22	-41	0%
COc1ccc(N2CCN(C(=O)c3ccc(CS(=O)c4cccc(Cl)c4)o3)CC2)cc1 (centres undefined)	12	-6	-22%
CCN(CC1CCCO1)C(=O)CCc1nnc(CCc2ccccc2)o1 (centres undefined)	4	-2	5%
Cc1cc(C)nc(NS(=O)(=O)c2ccc(NS(=O)(=O)c3ccc(F)c(F)c3)cc2)n1	-8	-5	2%
O=C(C[C@@H]1C[C@@H]2c3cc(NS(=O)(=O)c4ccc(F)cc4)ccc3O[C@@H]2[C@@H](CO)O1)NC1CCCCC1	-5	-3	26%
CCOC(=O)c1cc(=O)nc(N)s1	-2	3	-10%
CC(=O)C(Cc1ccccc1)NC(=O)COC(=O)c1cc(S(=O)(=O)N2CCOCC2)ccc1F (centres undefined)	13	8	0%
COc1ccc(CNC(=O)OC23CN(C(=O)OC(C)C)N(C(=O)OC(C)C)CC2(O)CN(S(=O)(=O)c2ccc(C)cc2)C3)cc1OC (centres undefined)	-1	-3	9%
C[C@@H]1CN([C@@H](C)CO)C(=O)c2c(c3ccccc3n2C)-c2ccccc2CO[C@H]1CN(C)S(=O)(=O)c1ccc(C#N)cc1	8	23	11%
CCc1ccc([C@@H]2C[C@H]3[C@@H](CN2S(=O)(=O)c2ccc(C)cc2)C(=O)C[C@@H](c2ccccc2F)N3S(=O)(=O)c2ccc(C)cc2)cc1	-8	4	0%
C[C@@H]1CN([C@@H](C)CO)C(=O)c2cc(C#CC(C)(C)O)cnc2O[C@@H]1CN(C)C(=O)c1ccccc1F	6	3	16%
C[C@@H]1CN([C@@H](C)CO)S(=O)(=O)c2ccc(Br)cc2O[C@H]1CN(C)C(=O)Cc1cccnc1	0	3	-5%
O=c1[nH]c(C(F)(F)F)nc2c1nc1n2CCC1	-4	-7	-9%
CN(C)CCCn1c2c(c(SCC(=O)Nc3ccc4c(c3)OCCO4)nc1=O)CCCC2	13	-3	-22%
COc1ccc(CN2C(=O)C(CC(=O)NCc3ccco3)CC(C(=O)N(C)C)=C2C)cc1 (centres undefined)	1	-7	10%
COc1ccc(NC(=O)c2ccc3c(c2)CCN3S(C)(=O)=O)cc1	-9	4	20%
Cc1ccc(S(=O)(=O)N2CCN(C(=O)N3CCCCC3)CC2)c(C)c1	2	-1	12%

# The list continues:
smiles	KCNH2 WT inh	KCNH2 3.1 block	Integrin act MD
COc1ccccc1CN1CCNC(=O)C1CC(=O)NCCCN1CCOCC1 (centres undefined)	3	-1	-1%
O=C(NCCNc1ccc([N+](=O)[O-])cc1)c1ccccc1Cl	-8	-4	-4%
CCCCCC(=O)N1C[C@H](O)[C@@H](n2cc(COC(=O)c3ccccc3)nn2)C[C@@H]1c1ccccc1	9	-4	4%
CCC(=O)N(c1nnc(SC(C)C(=O)Nc2ccc(N3CCOCC3)cc2)s1)C1CC1 (centres undefined)	-5	-32	-8%
Cc1ccc2nc3n(c(=O)c2c1)-c1cc2ccccc2cc1C(=O)NC3Cc1ccc(O)cc1 (centres undefined)	6	2	-52%[inhibitor]
Cc1cccc(-n2c(C)nc3cc(C(=O)NCCN4CCOCC4)ccc32)c1	-10	9	5%
COC(=O)C[C@H]1C[C@H]2c3cc(NC(=O)Nc4ccc(C(F)(F)F)cc4)ccc3O[C@H]2[C@@H](CO)O1	0	9	-26%
CS(=O)(=O)c1ccc(Cl)c(NC(=O)CSc2nnc3n2CCCCC3)c1	-7	-6	1%
Cc1ccc([C@H]2N[C@]3(CCCN(CC4CCCCC4)C3=O)[C@H]3C(=O)N(Cc4ccccc4)C(=O)[C@@H]23)cc1	2	-5	-6%
CCCn1c(=S)[nH]c2cc(C(=O)N3CCN(c4ccccc4)CC3)ccc2c1=O	-1	-13	6%
CCOc1c(Br)cc(C(=O)Nc2cccc(S(=O)(=O)N3CCOCC3)c2)cc1OC	-2	4	-8%
CC(=O)N(C)C[C@@H]1Oc2ncc(C#Cc3ccc(F)cc3)cc2C(=O)N([C@@H](C)CO)C[C@H]1C	3	-14	14%
COc1ccc(N(CC(=O)Nc2ccc(S(=O)(=O)N3CCOCC3)cc2)S(C)(=O)=O)cc1OC	-25	1	8%
COc1ccc(CCNC(=O)CNC(=O)N2CC(=O)Nc3ccccc32)cc1OC	14	5	13%
O=S1(=O)CCN(CCc2ccccc2)CC1	5	-4	2%
CCC(C)NC(=O)c1ccc(N2CC3CC(C2)c2cccc(=O)n2C3)c(NC(=O)c2c(F)cccc2F)c1 (centres undefined)	1	4	-10%
C[C@H]1CN([C@@H](C)CO)C(=O)CCCn2cc(nn2)CO[C@@H]1CN(C)C(=O)Cc1ccccc1	9	31	12%
O=C(CC1CC2CCC1C2)N1CCN(S(=O)(=O)c2ccc(C(F)(F)F)cc2)CC1 (centres undefined)	28	?	1%
Cc1ccc([C@@H]2CC(=O)[C@@H]3CN(S(=O)(=O)c4ccc(C)cc4)[C@H](c4cccc(Cl)c4)C[C@@H]3N2S(=O)(=O)c2ccc(Cl)cc2)cc1	-4	20	1%
CCCCN(CCCNC(=O)c1ccc2c(c1)NC(=O)CN2C)c1ccccc1	1	-1	-61%[inhibitor]
CC(=O)Oc1cc2c(cc1OC(C)=O)C(=O)CCCC2	9	-2	-30%
COc1cc2c(cc1OC)CN(C(=O)CSC1=NCCS1)CC2	-11	6	-20%
CC1(C)CC(=O)C=C(c2ccc(COC(=O)c3ccc(-c4ccccc4)cc3)cc2)C1=O	3	-6	-3%
COC(=O)CN1C(=O)COc2ccc(S(=O)(=O)N3CCCCC3)cc21	5	11	8%
Cc1ccc(S(=O)(=O)N2Cc3ccccc3CC2C(=O)N(C)C)cc1 (centres undefined)	-7	9	15%
CCN(CC(=O)Nc1c(F)cccc1F)C(=O)c1ccc(=O)n(C)n1	4	5	12%
CC(=O)c1c(C)[nH]c(C(=O)OCC(=O)NCc2ccccc2)c1C	2	-4	2%
COc1cccc(S(=O)(=O)N(C)C[C@H]2Oc3ncc(Br)cc3C(=O)N([C@@H](C)CO)C[C@@H]2C)c1	1	1	10%
C[C@H]1CN([C@@H](C)CO)C(=O)c2cc(Br)cnc2O[C@@H]1CN(C)C(=O)Nc1ccc(C(F)(F)F)cc1	-1	2	19%
Cc1nc2c(N)nn(C)c2nc1C	-6	-7	17%
C[C@H]1CN([C@@H](C)CO)C(=O)CCCn2cc(nn2)CO[C@@H]1CN(C)S(=O)(=O)c1ccc(Oc2ccccc2)cc1	-15	0	-22%
Cc1ccc([C@@H]2CC(=O)[C@@H]3CN(S(=O)(=O)c4ccc(C)cc4)[C@H](c4ccccc4)C[C@@H]3N2S(=O)(=O)c2ccc(Cl)cc2)cc1	-6	-4	0%
CCN(CC)CCNc1ccc(CO)c2oc3cc(Cl)ccc3c(=O)c12	13	1	-55%[inhibitor]
O=C1Cc2cccc(=O)c(O)c2C(=O)O1	0	-12	-12%
CC(C#N)(NC(=O)CN1CCN(S(=O)(=O)c2cccc(F)c2)CC1)C1CC1 (centres undefined)	-9	3	-19%
COC(=O)c1c(NC(=O)COC(=O)CNC(=O)c2cccc(OC(F)F)c2)sc(C)c1C	-6	-1	6%
N#Cc1csc(CCNC(=O)c2ccccc2)n1	0	-3	-4%

# Complete entries as entered above. Order of screens: KCNH2 WT inh, KCNH2 3.1 block, Integrin act MD
# O=C1Cc2cccc(=O)c(O)c2C(=O)O1 is listed as 0, -12, -12%
# CC(=O)c1c(C)[nH]c(C(=O)OCC(=O)NCc2ccccc2)c1C is listed as 2, -4, 2%

# Gathered by group, those above with a furan ring, fused or not.
smiles	KCNH2 WT inh	KCNH2 3.1 block	Integrin act MD
CCc1nnc(NC(=O)c2ccco2)s1	-21	-10	-11%
O=C(c1ccco1)N1CCN(C2CN(Cc3ccc([N+](=O)[O-])cc3)S(=O)(=O)C2)CC1 (centres undefined)	-2	-16	-7%
O=C(NCc1ccco1)c1c(Cl)cccc1Cl	9	9	8%
COc1ccc(N2CCN(C(=O)c3ccc(CS(=O)c4cccc(Cl)c4)o3)CC2)cc1 (centres undefined)	12	-6	-22%
COc1ccc(CN2C(=O)C(CC(=O)NCc3ccco3)CC(C(=O)N(C)C)=C2C)cc1 (centres undefined)	1	-7	10%
